High-throughput results (PubChem BioAssay)
S1P3 antagonist – S1P3 receptor antagonists, primary screen, cell-based | CHO S1P3 NFAT-BLA reporter, FRET fluorescence, antagonist mode | hit rate 0.27% among 170,000 | inhibition, % at 4.98 µM | Sphingosine 1-phosphate receptor 3 (Homo sapiens), Q99500;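 active = inhibition above the plate cutoff, the mean inhibition of test wells on that plate plus 3 SD, cut at about 28% in these data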;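 also: cells challenged with S1P at its EC80 of 0.8 µM; blue over green emission ratio from cleaved BLA substrate after 4 h stimulation; 0% = S1P-stimulated wells and 100% = unstimulated DMSO-only wells; some compounds past the cut are filed as inactive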
Target sequence (Q99500 whole entry, looked up): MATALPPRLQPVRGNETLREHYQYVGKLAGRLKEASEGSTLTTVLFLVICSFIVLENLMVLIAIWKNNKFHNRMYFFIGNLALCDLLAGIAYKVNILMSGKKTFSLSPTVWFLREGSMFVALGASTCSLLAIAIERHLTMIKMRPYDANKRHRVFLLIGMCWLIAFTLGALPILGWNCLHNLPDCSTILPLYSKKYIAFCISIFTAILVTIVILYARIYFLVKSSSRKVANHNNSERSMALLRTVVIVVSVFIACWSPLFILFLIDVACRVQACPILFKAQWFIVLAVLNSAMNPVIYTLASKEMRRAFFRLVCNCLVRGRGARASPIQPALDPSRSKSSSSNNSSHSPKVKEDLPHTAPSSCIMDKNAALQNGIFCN
PMI act – activators of human PMI, primary screen, biochemical, fluorescence intensity, near-Km mannose 6-phosphate; activation factor at 20 µM; AID 1214, 2008; purified human PMI, coupled resazurin fluorescence, 20 min; stronger effect = higher value; 1 = vehicle control, 0 substrate-free wells; Mannose-6-phosphate isomerase (Homo sapiens), P34949; hit rate 0.005% among 190,000;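 active = activation factor of 2 or more at 20 µM, relative to plate controls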
Target sequence (P34949 whole entry, looked up): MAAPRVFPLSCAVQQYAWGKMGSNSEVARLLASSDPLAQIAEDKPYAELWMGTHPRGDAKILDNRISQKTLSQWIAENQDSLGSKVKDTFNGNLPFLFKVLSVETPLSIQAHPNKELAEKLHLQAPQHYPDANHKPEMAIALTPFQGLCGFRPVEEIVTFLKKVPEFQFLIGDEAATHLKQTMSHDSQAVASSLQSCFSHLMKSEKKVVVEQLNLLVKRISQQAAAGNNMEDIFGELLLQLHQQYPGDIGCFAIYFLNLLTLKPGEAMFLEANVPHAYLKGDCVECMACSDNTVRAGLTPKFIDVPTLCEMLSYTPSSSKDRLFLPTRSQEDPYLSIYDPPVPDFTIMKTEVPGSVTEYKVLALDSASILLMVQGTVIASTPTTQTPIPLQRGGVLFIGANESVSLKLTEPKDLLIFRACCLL
PMI act hi M6P – human PMI activators, high substrate, primary screen, biochemical, fluorescence intensity, near-saturating mannose 6-phosphate. coupled PMI enzyme assay, resazurin fluorescence, 20 min; stronger effect = higher value; 1 = untreated enzyme, 0 = substrate-free blank. activation factor at 20 µM. hit rate 0.34% among 190,000. AID 1216, 2008;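 active = activation factor of 2 or more at 20 µM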
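Technique: Diaphorase-driven resazurin-to-resorufin fluorescence, excitation 544, emission 590 nm | Assay system: Human PMI in coupled enzyme assay | Times: Enzyme reaction with compound 20 min at room temperature | Medium: HEPES-buffered pH 7.4 with magnesium and detergent | Reagent: Mannose-6-phosphate 1.0 mM (near-saturating) plus 0.22 mM NADP+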
DTT redox prof – compounds producing H2O2 with reducing agent – biochemical, NIH compound library profiling, artefact control for MLSCN library redox annotation, primary screen; activation, % at 10 µM; hit rate 0.03% among 200,000; DTT-dependent redox cycling H2O2, phenol red/HRP absorbance; 100% = 100 µM peroxide control, 0% = buffer;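 active = activation of at least 50% relative to the plate's high and low controls in the primary single-dose screen; inactive = activation below 50%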;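 also: compound incubated with DTT at 0.8 mM final as the reducing agent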
Hsp70 activator – Hsp70 transcriptional activators, primary screen, cell-based, HeLa, Hsp70 promoter luciferase, luminescence, 10 µM; activation, % at 10 µM; hit rate 0.04% among 200,000; HeLa Hsp70 promoter luciferase reporter; scaled: vehicle 0, proteasome-inhibitor control 100%;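 active = activation above the mean across all tested compounds plus 3 SD, cutoff set per campaign, cut at about 5.5% in these data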;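 also: 100% = MG132 at 30 µM as the positive control and 0% = DMSO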
TNAP inh hi DEA – human TNAP enzyme inhibitors, primary screen, biochemical, luminescent, high phosphate acceptor level, uHTS; Alkaline phosphatase, tissue-nonspecific isozyme (Homo sapiens), P05186; purified TNAP, CDP-star luminescence, 1 M DEA; inhibition, % at 20 µM; hit rate 0.03% among 200,000; AID 1135, 2008;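 active = over 50% inhibition of tissue-nonspecific alkaline phosphatase at 20 µM in the single-dose screen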;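 also: plate controls were DMSO wells for no effect and EDTA-quenched wells as full inhibition for full effect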
Efa HMGR inh – inhibitors of E. faecalis class II HMGR, primary screen, biochemical, Enterococcus faecalis | HMG-CoA reductase (Enterococcus faecalis, mvaE) | purified E. faecalis HMGR, NADPH absorbance 340 nm kinetic | inhibition, % at 10 µM | hit rate 0.41% among 190,000 | AID 1066, 2008;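 active = inhibition above a set limit, the median over all tested compounds plus 3 SD, cut at about 9.5% in these data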;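 also: enzyme runs in reverse so mevalonate oxidation gives rising NADPH absorbance; 0% = complete reaction with DMSO and 100% = background rate lacking mevalonate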
TNAP inh noacc – human TNAP enzyme inhibitors, primary screen, biochemical, luminescent, no phosphate acceptor, uHTS; purified TNAP, CDP-star luminescence, 30 min; hit rate 0.26% among 200,000; Alkaline phosphatase, tissue-nonspecific isozyme (Homo sapiens), P05186; AID 1012, 2008; inhibition, % at 20 µM;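 active = tissue-nonspecific alkaline phosphatase inhibition above about 50% at 20 µM in the single-dose screen, limit read from the data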;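 also: 0% = DMSO negative control and 100% = EDTA positive control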
Lmaj promast – Leishmania major promastigote growth inhibition, primary screen; hit rate 9% among 200,000; AID 1063, 2008; Leishmania major promastigotes, resazurin fluorescence viability; inhibition, % at 10 µM; in the data active = inhibition above about 50%;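 also: promastigotes grown with compound for 44 hours at 28 °C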
RAM network inh – inhibitors of the yeast RAM network, primary screen, dse1pr::URA3 reporter, 5-FOA selection. S. cerevisiae dse1pr::URA3 reporter, 5-FOA growth OD615, 2 d; analog-sensitive cbk1-as2 kinase mutant strain. inhibition, % at 50 µM. hit rate 1.8% among 190,000. AID 868, 2007;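 active = inhibition above a set limit, 3 SD over mean compound inhibition, cut at about 8.4% in these data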;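 also: 0% = DMSO-only wells with no growth and 100% = 10 µM 1-NA-PP1 full growth; inhibition rescues growth on 5-FOA so higher OD means more RAM inhibition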
* marks the source's active call; other numbers are inactive results; x = not tested or not shown.

SMILES | S1P3 antagonist | PMI act | PMI act hi M6P | DTT redox prof | Hsp70 activator | TNAP inh hi DEA | Efa HMGR inh | TNAP inh noacc | Lmaj promast | RAM network inh
CC(Nc1ccc(Br)cn1)c1cc(Cl)ccc1O (stereo unspecified) | 67* | 0.8 | 0.8 | -0.1 | -0.4 | -2 | 1 | -3 | 92* | 0.8
Cc1ccccc1S(=O)(=O)Cc1ccc(C(=O)N2CCN(C3CCCCC3)CC2)o1 | 6 | 1 | 1 | 0.2 | 0.0 | 0 | 2 | -5 | 34 | 0.3
Cn1c(=O)cc(OCCCC(=O)NCCN2CCN(c3ccccc3F)CC2)c2ccccc21 | -12 | 0.9 | 0.9 | -1.6 | -0.3 | -9 | -11 | -16 | -2 | -0.5
COc1cc(/C=N/Nc2nn3cnnc3c3ccccc23)cc(OC)c1OC | x | 1 | 1 | -7.3 | -0.2 | -6 | -6 | -28 | 8 | 2.4
O=C(C1CCN(S(=O)(=O)N2CCC3(CC2)OCCO3)CC1)N1CCCCC1 | -4 | 1 | 0.9 | 0.2 | -0.1 | -4 | -6 | -9 | -3 | 0.0
CCO[C@@H]1OC(C(=O)NCc2ccccc2)=C[C@H](c2ccc3c(c2)OCO3)[C@H]1CCCO | -8 | 0.9 | 0.8 | -1.5 | 0.1 | -9 | -1 | -12 | 1 | -0.5
CC(=O)N1N=C(c2ccc(C)cc2)OC1c1ccc(C(C)C)cc1 (stereo unspecified) | x | 0.8 | 0.8 | -4.0 | 0.1 | -7 | 4 | -10 | -9 | 6.7
O=C(O)CCC(=O)NNC(=O)CCC(=O)Nc1ccccc1 | -10 | 0.9 | 1 | -0.2 | -0.1 | -6 | -10 | 31 | -1 | 2.0
CCCOc1cccc(NC(=O)OC2CCN(C)CC2)c1 | -1 | 1 | 1 | -0.5 | -0.1 | -2 | -5 | -7 | -2 | 2.1
CCOC(=O)N/N=C\C=C\c1ccc2c(c1)OCO2 | -12 | 1 | 1 | -0.5 | -0.1 | -6 | -1 | -11 | -2 | 1.9
CN(C)S(=O)(=O)N1CCc2ccccc21 | -4 | 0.9 | 1 | 1.0 | 0.0 | -2 | -3 | -12 | 2 | 2.0
Cc1ccccc1OCC(=O)Nc1ccccc1N1CCC(C)CC1 | -8 | 0.9 | 1 | -0.8 | 0.4 | -4 | 6 | -22 | 9 | -0.1
COC(=O)c1ccccc1NC(=O)NCc1ccccc1 | 10 | 1 | 1 | -2.2 | -0.1 | 1 | -4 | -8 | -6 | 0.8
Cc1ccc(/C=N/NC(=O)c2ccc(Cn3cc([N+](=O)[O-])cn3)o2)cc1 | 4 | 1 | 1 | -0.3 | -0.1 | -5 | 2 | -10 | -3 | 1.6
CCOC(=O)C(=NCCCN1CCOCC1)NNc1cccc(C(F)(F)F)c1 | 1 | 1.7 | 2.1* | -2.1 | 0.2 | 2 | -3 | -10 | 11 | 0.3
O=[N+]([O-])c1ccccc1N/N=C/c1c[nH]c2ccccc12 | x | 0.9 | 1 | 5.5 | -0.2 | 16 | -9 | 18 | 1 | 2.4
O=C(COc1ncnc2ccccc12)NCc1ccc2c(c1)OCO2 | -17 | 0.9 | 1 | 2.7 | -0.3 | 1 | -4 | -10 | 8 | -0.1
CCCn1c(=N)n(CC(=O)c2ccc([N+](=O)[O-])cc2)c2ccccc21 | -3 | 1.2 | 1.1 | -0.8 | 0.0 | 5 | 0 | -1 | 64* | 5.2
COCC(=O)Nc1ccc(S(=O)(=O)Nc2ncccn2)cc1 | x | 1.1 | 1.1 | 0.1 | -0.1 | 2 | -4 | -11 | -4 | 0.9
C/C=C(\C)c1nnc(NC(=O)c2ccco2)s1 | 7 | 0.9 | 1 | 0.8 | -0.1 | -1 | 0 | -9 | -4 | 0.7
CNC(=S)NCCc1ccc(OC)c(OC)c1 | x | 1 | 0.9 | -3.4 | 0.1 | 2 | -4 | -4 | -5 | -0.6
N#CC1=C(N)N2C(=C(C#N)C1c1ccccc1)Sc1ccccc12 (stereo unspecified) | x | 1.2 | 1.4 | -0.9 | 0.2 | -2 | -2 | -15 | 0 | 1.4
O=C(CSc1ncn(-c2ccccc2)n1)Nc1nccs1 | x | 1 | 1 | 0.2 | -0.1 | -3 | 0 | -16 | -4 | -0.6
CC1CCN(C(=O)CSc2nc3[nH]ncc3c(=O)[nH]2)CC1 | -13 | 0.9 | 1 | 2.1 | -0.3 | 0 | -4 | -16 | -2 | 1.6
O=c1[nH]cc(C(F)(F)F)cc1NS(=O)(=O)c1ccccc1[N+](=O)[O-] | -12 | 1.1 | 1 | -0.7 | -0.3 | 1 | -4 | -18 | -3 | 1.6
CO/N=C(/CS(=O)(=O)c1ccc(C)cc1)c1ccc(OC)cc1 | x | 0.8 | 0.8 | 0.3 | -0.4 | 0 | -2 | -2 | 80* | -0.5
O=c1nc2ccccc2c(NS(=O)(=O)c2ccc(Cl)cc2)n1-c1ccccc1 | x | 1.1 | 1.4 | 1.6 | -0.4 | -4 | -3 | -9 | -5 | 7.6
COc1ccc(NC(=S)NNC(=O)c2ccccc2OC(F)F)cc1 | x | 1.1 | 1.1 | 0.1 | -0.5 | 3 | -6 | -114 | -2 | 1.7
O=C(NCCc1ccc(F)cc1)c1cc(=O)c2ccccc2o1 | -11 | 1 | 1 | -0.6 | -0.2 | -4 | 0 | -8 | 3 | 1.1
COc1ccc(C(=O)/C=C(\C)NCc2ccc3c(c2)OCO3)cc1 | x | 1 | 0.9 | 1.7 | -0.2 | -5 | -8 | -12 | -3 | 1.2
O=C(Oc1ccc(Cl)cc1)c1ccc(COC(=O)c2cnccn2)cc1 | x | 0.9 | 0.9 | 5.7 | -0.2 | -4 | 1 | 1 | 6 | 2.9
O=C(NCCc1ccccc1)C1CCN(C(=O)NCc2ccccc2)CC1 | x | 1.1 | 1.1 | 0.8 | 0.0 | -3 | -1 | -2 | -1 | 0.5
COc1ccccc1/C=c1\sc2nc(-c3ccco3)nn2c1=O | -11 | 0.8 | 0.9 | -6.5 | -0.2 | 1 | 5 | 9 | -3 | 0.8
COc1ccc(C(CC(=O)c2ccccc2)CC(=O)c2ccccc2)cc1OC | -13 | 0.9 | 1 | -2.2 | -0.2 | -7 | 1 | -9 | 51* | 7.7
Nc1c(C(=O)NCc2ccc(Cl)cc2)sc2nc3c(c(C(F)(F)F)c12)CCC3 | x | 1.1 | 0.6 | -0.3 | 0.1 | -4 | 0 | 8 | 2 | 3.8
Cc1ccc(SCCC(=O)Nc2nccs2)cc1 | -12 | 1.1 | 1 | -0.2 | -0.3 | -3 | 0 | -8 | 2 | 0.0
CS(=O)(=O)N(CC(=O)N1CCOCC1)Cc1ccccc1 | 4 | 1 | 0.9 | 0.1 | 0.1 | -2 | -4 | -18 | -11 | 1.2
COC(=O)C(CC(=O)c1ccc(Br)cc1)n1ccnc1 (stereo unspecified) | -11 | 1.1 | 1.1 | -0.2 | -0.1 | -1 | -1 | 1 | 79* | -1.8
CC(=O)c1cccc(NC2c3ccccc3C(=O)N2Cc2ccc3c(c2)OCO3)c1 (stereo unspecified) | 24 | 1 | 0.9 | -0.4 | -0.3 | -1 | -3 | -13 | 1 | 2.3
Cc1cc(C)c2c(c1)SC1=NC(c3ccccc3)(C(F)(F)F)NC(=O)N12 (stereo unspecified) | x | 1.1 | 0.9 | -3.8 | 0.1 | -1 | 0 | 4 | -1 | 0.8

Part of the list above, in CSV form:
smiles,S1P3 antagonist,PMI act,PMI act hi M6P,DTT redox prof,Hsp70 activator,TNAP inh hi DEA,Efa HMGR inh,TNAP inh noacc,Lmaj promast,RAM network inh
CS(=O)(=O)N(CC(=O)N1CCOCC1)Cc1ccccc1,4,1,0.9,0.1,0.1,-2,-4,-18,-11,1.2
COC(=O)C(CC(=O)c1ccc(Br)cc1)n1ccnc1 (stereo unspecified),-11,1.1,1.1,-0.2,-0.1,-1,-1,1,79*,-1.8
CC(=O)c1cccc(NC2c3ccccc3C(=O)N2Cc2ccc3c(c2)OCO3)c1 (stereo unspecified),24,1,0.9,-0.4,-0.3,-1,-3,-13,1,2.3
Cc1cc(C)c2c(c1)SC1=NC(c3ccccc3)(C(F)(F)F)NC(=O)N12 (stereo unspecified),x,1.1,0.9,-3.8,0.1,-1,0,4,-1,0.8

Continuation.
SMILES | S1P3 antagonist | PMI act | PMI act hi M6P | DTT redox prof | Hsp70 activator | TNAP inh hi DEA | Efa HMGR inh | TNAP inh noacc | Lmaj promast | RAM network inh
COCCNC(=O)COc1ccccc1Cl | 7 | 1 | 0.9 | 1.0 | -0.5 | -2 | -1 | -10 | -9 | 1.0
CCC1(C)Cc2c(sc3nn[nH]c(=O)c23)CO1 (stereo unspecified) | x | 1.1 | 1.1 | 0.1 | -0.1 | -4 | -7 | -10 | -4 | 1.2
Cc1cccc(NS(=O)(=O)c2cc(C(=O)OC(C)C(=O)NCc3ccc4c(c3)OCO4)ccc2C)c1 (stereo unspecified) | -27 | 0.9 | 1 | 0.0 | -0.3 | 4 | -2 | 12 | 48 | 4.9
Cn1c(NNC(=O)c2cccc3ccccc23)cc(=O)n(C)c1=O | -24 | 1 | 0.8 | 0.3 | -0.2 | -5 | -2 | -9 | -5 | 0.5
CCN(CC)S(=O)(=O)c1cc(C(=O)c2nccn2C)ccc1Cl | 9 | 1 | 1 | -1.5 | -0.3 | -3 | -1 | -12 | -7 | 1.9
COc1cc(NC(=S)NCCC(c2ccccc2)c2ccccc2)cc(OC)c1 | 4 | 1 | 1 | 0.4 | -0.6 | -18 | -4 | -99 | 47 | 9.1*
CCCCN(C)C(=O)c1cn(CC)c2ccc(S(=O)(=O)N(C)C)cc2c1=O | 3 | 1 | 0.9 | -0.6 | 0.1 | -4 | 2 | 1 | -2 | 0.5
CCn1c(Cc2ccc(OC)cc2)nnc1SCC(=O)Nc1nc2ccccc2s1 | -10 | 0.9 | 0.9 | -0.5 | -0.3 | -2 | -7 | -12 | -4 | 4.3
c1ccc(OCCSc2nnnn2-c2ccccc2)cc1 | -18 | 0.9 | 0.9 | -0.5 | -0.1 | -7 | -2 | -13 | 4 | 1.4
O=C(Nc1ccc(F)cc1)c1nn(-c2ccccc2)c(=O)cc1Cl | -8 | 1 | 1 | -0.4 | 0.4 | -3 | -3 | -8 | 98* | 2.5
